Source: PubChem BioAssay (National Center for Advancing Translational Sciences (NCATS))
ERK EGF block = qHTS Assay for Inhibitors of the ERK Signaling Pathway using a Homogeneous Screening Assay; Stimulation with EGF | HEK293-V1b, EGF-stimulated phospho-ERK AlphaScreen | Potency, µM (highest dose often 11.5 µM), for the others: at the highest dose activity change, negative = inhibition, actives largely listed as inhibitors | actives 0.41% (n = 130,000) | AID 1454, 2008; active = well fitted inhibition curve with a large enough effect; inconclusive = small, poorly fitted or top-dose-only effect, or effect the other way;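 also: plate controls were stimulated vehicle wells for no effect and unstimulated vehicle basal for full effect; nearly all actives have a fitted effect of over 55% in size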
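After overnight plating in 1% FBS, HEK293-V1b cells received test compound for half an hour, then a 5 min pulse of EGF (25 nM); ERK phosphorylation in lysates was read by bead-based AlphaScreen.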
* hit, by the source's call; ? = inconclusive; [ ] = dose if it differs, or a comment. Potency is read from the fitted curve at half-maximal effect. Some of the compounds tested; rates above refer to the full screens.

smiles | ERK EGF block
Cc1cccc(NC(=O)c2nc[nH]c2C(=O)N[C@@H](CCCCNC(=O)OC(C)(C)C)C(=O)OC(C)(C)C)c1 | -11%[57.5 µM]
Cc1ccccc1CCN(C(=O)CN1C(=O)c2ccccc2S1(=O)=O)C(C(=O)NCC1CCCO1)c1ccncc1 (configuration not stated) | 4%
Cc1ccc(-c2nn(C)c(=O)c3ccccc23)cc1CO | 4%
CC[C@H]1OC(=O)[C@H](C)[C@@H](O[C@H]2C[C@@](C)(OC)[C@@H](O)[C@H](C)O2)[C@H](C)[C@@H](O[C@@H]2O[C@H](C)C[C@H](N(C)C)[C@H]2O)[C@](C)(O)C[C@@H](C)[C@@H]2N[C@@H](COCCOC)O[C@H]([C@H]2C)[C@]1(C)O | -3%[57.5 µM]
Cn1c(CCC(=O)OCC(=O)NCc2ccc3c(c2)OCO3)nc(=O)c2ccccc21 | 0%
CC(C(=O)Nc1cccnc1)C1Sc2ccccc2NC1=O (configuration not stated) | -5%
COC(=O)C1=C(C(=O)OC)[C@@H]2N(C)c3ccc(OC)cc3[C@@]23C[C@@H](C(=O)OC)N(C(=O)C2CCC2)C3=N1 | -5%[57.5 µM]
COCCOc1cc(NC(=O)CS(=O)CC(=O)N(C)C)c(Cl)cc1Cl (configuration not stated) | 5%
c1cnn(Cc2cnc(N3CCOCC3)s2)c1 | 3%
Cc1cc(C)c(NC(=O)c2cnn(C)c2)c(C)c1 | 9%
Cc1ccc(CSc2nc3ccsc3c(=O)n2Cc2ccccn2)cc1 | -3%
COc1ccccc1Nc1nc(-c2cccc(N3C(=O)c4ccccc4C3=O)c2)cs1 | 3%
CC(C)c1ccccc1NC(=S)N(C)C | -11%[57.5 µM]
CN(C)C(=O)COC(=O)c1cccc(CN2C(=O)c3ccccc3C2=O)c1 | -4%
O=C(Cn1cccc1C(=O)c1ccccc1)NCCN1CCOCC1 | 3%
CCC1CCCCN1C(=O)CSc1nc2c([nH]c3ccccc32)c(=O)n1C (configuration not stated) | 6%
Cc1ccc(C(=O)NCCc2nnc3ccc(SCC(=O)Nc4cc(C)on4)nn23)cc1 | -4%
CCOC(=O)Cc1csc(NC(=S)NC(=O)CC(C)C)n1 | 10%
CC(=O)Oc1ccc(N(C(C)=O)S(=O)(=O)c2cc([N+](=O)[O-])ccc2C)cc1 | 4%
Cc1[nH]c2ccc(C(C)C)cc2c1CC(=O)O | -3%[57.5 µM]
O=C(Cn1cnc([N+](=O)[O-])n1)NC1CC1 | 5%
Cc1ccc(/C(O)=C2\C(=O)C(=O)N(CCc3c[nH]c4ccccc34)C2c2cccnc2)cc1 (configuration not stated) | -4%
COc1ccc(NC(=O)/C(C#N)=C\c2cc(OC)c(OCc3ccc(C(=O)O)cc3)cc2Br)cc1 | -8%
N#CC1C(C#N)N2CCCN2C1c1ccc(Cl)cc1 (configuration not stated) | -2%
CNS(=O)(=O)c1ccc(N=Cc2c(C)[nH]n(-c3ccc(C)cc3C)c2=O)cc1 | -3%
CC(C)Cn1c(SCC(=O)Nc2ncccn2)nc2ccccc21 | 7%
C/C(=N\NC(=S)NC1CCCCC1)c1c(F)cccc1F | 1%
COc1ccc(C2CC(=O)Oc3c(C(CCN4CCN(c5ccccc5)CC4)c4ccc(N(C)C)cc4)c(OC)cc(OC)c32)cc1 (configuration not stated) | 16µM*
COc1ccc(S(=O)(=O)Nc2ccccc2C)cc1C(=O)N1CCOCC1 | 16%
O=C(COc1ncnc2ccccc12)Nc1ccccc1[N+](=O)[O-] | -11%
CC(=O)Nc1ccc(OS(=O)(=O)c2cc(Cl)ccc2C)cc1 | 11%
CCS(=O)(=O)NCCc1cc2c(OC)ccc(OC)c2[nH]c1=O | -2%
CNC(=O)c1ccccc1S(=O)c1ccccc1COC(C)=O (configuration not stated) | 13%[57.5 µM]
Cc1nc2c(S(=O)(=O)c3ccccc3)cnn2c(C)c1C | -2%
O=c1[nH]c(N/N=C\c2ccc(F)cc2)nc2ccccc12 | 1%
Cc1cccc(OCc2n[nH]c(=S)o2)c1C | -10%
CS(=O)(=O)c1ccccc1C(=O)N1CCN(Cc2ccccc2)CC1 | -8%
COc1cc(OC)cc(C(=O)OCn2nnc3ccccc3c2=O)c1 | 5%
COc1ccc(C(=O)C2CCCN(C(=O)c3cc4nc(C)cc(C)n4n3)C2)cc1F (configuration not stated) | -5%
CN=C(Nc1ccccc1)SC1CC(=O)N(c2cccc(OC)c2)C1=O (configuration not stated) | 13%
Cc1nn(-c2ccccc2)c(N)c1C1(O)C(=O)N(C)c2ccccc21 (configuration not stated) | 7%
Cn1c(=O)cc(OCC(=O)N2CCN(c3cccc(C(F)(F)F)c3)CC2)c2ccccc21 | 7%
CC(C)(C)CN1CCNC(=O)C1CC(=O)NC1Cc2ccccc2C1 (configuration not stated) | -6%[57.5 µM]
CC(NS(=O)(=O)c1ccc(OCC(=O)N2CCOCC2)cc1)c1ccccc1 (configuration not stated) | 3%
O=C(c1ccc(Cn2c(=S)[nH]c3cc4c(cc3c2=O)OCO4)cc1)N1CCN(c2ncccn2)CC1 | -2%
O=C(CSc1n[nH]c(=O)n1C1CC1)Nc1ccc(Cl)c(Cl)c1 | -3%[57.5 µM]
O=C(O)COc1ccc(-c2nccc(-c3ccccn3)n2)cc1 | 5%
Cc1ccc(S(=O)(=O)/N=C(/Nc2ccc3[nH]c(=O)[nH]c3c2)c2ccc(F)cc2)cc1 | -5%
O=C(C1CCCO1)N1CCN(C(=S)Nc2ccccc2C(F)(F)F)CC1 (configuration not stated) | -5%
N=C1C(c2nc3ccccc3s2)=C(O)CN1Cc1ccccc1 | -4%
O=[N+]([O-])c1ccc2c(OCc3nnc(-c4ccccc4Br)o3)ncnc2c1 | -1%[57.5 µM]
CCOc1cc(O)c(-c2[nH]ncc2-c2nc(C)cs2)cc1CC | -6%[57.5 µM]
FC(F)(F)Oc1ccc(-c2cn3cccnc3n2)cc1 | -1%[57.5 µM]
COc1ccc(NC(=O)[C@H](C)NC(N)=O)cc1S(=O)(=O)Nc1cc(C)ccc1Br | -1%
CCNC(=S)N1CCC(C(N)=O)CC1 | -5%[57.5 µM]
O=C(CN(Cc1ccco1)S(=O)(=O)c1ccccc1)N/N=C/c1ccccc1C(=O)O | 7%
O=C(CC1Sc2ccccc2NC1=O)Nc1cccnc1 (configuration not stated) | 3%
CC/C(=N\Nc1ccc([N+](=O)[O-])cc1)c1ccccc1 | 5%
CCOC(=O)N/N=C\c1ccc([N+](=O)[O-])s1 | 0%
O/C(=C\c1nc2ccccc2nc1/C=C(\O)c1ccccc1)c1ccccc1 | 3%

Some of the entries above, set out differently.
ERK EGF block	SMILES
-2%	Cc1nc2c(S(=O)(=O)c3ccccc3)cnn2c(C)c1C
1%	O=c1[nH]c(N/N=C\c2ccc(F)cc2)nc2ccccc12

(further entries)
smiles | ERK EGF block
CCN(CC)CCNC(=O)c1[nH]c2ccc(OCc3ccccc3)cc2c1C | -6%
COc1ccc([N+](=O)[O-])cc1NC(=O)C(C)OC(=O)C1c2ccccc2Oc2ccccc21 (configuration not stated) | -4%
CN(Cc1ccccc1)S(=O)(=O)c1ccc(OCC(=O)N2CCC(C(N)=O)CC2)cc1 | -3%[57.5 µM]
Cc1cc(NC(=O)CCC(=O)N(c2cccnc2)C(C(=O)NC2CCCC2)c2ccccc2F)no1 (configuration not stated) | -10%
COc1ccc(-c2c(C)c3ccc(OCC(C)=O)cc3oc2=O)cc1 | -5%[57.5 µM]
S=C(NCCc1cnc[nH]1)NC1CCCC1 | 5%
O=C1COCCOCCOCC(=O)NCCN1 | 7%
COc1ccc(-c2nn(-c3ccccc3F)cc2CNCCn2nc(C)cc2C)cc1 | ?
O=C(N/N=C/c1c[nH]c2ccccc12)c1ccc2c(c1)OCCO2 | 0%[57.5 µM]
CCCCN1Cc2c(nc3cc(-c4ccccc4)[nH]n3c2=O)C1=O | 3%[57.5 µM]
CN(NC(=O)Nc1ccc(Cl)cc1)c1c(Cl)c(Cl)nn1C | 25%
Cc1cc(C)c(C(N)=O)c(Cl)n1 | -2%
O=C(CN1C(=O)NC2(CCCc3ccccc32)C1=O)Nc1cccc(S(=O)(=O)N2CCCCC2)c1 (configuration not stated) | 0%
C=C[C@H](C)[C@](C)(O)c1ccccc1 | -7%
Cc1ccc(NC(=O)CSc2ccccc2NC(=O)c2cccc(Cl)c2)cc1Cl | 2%
CCOc1ccc2c(c1)OC(c1ccc(C)cc1)(C(F)(F)F)NC2=O (configuration not stated) | 4%
COc1ccc(C(=O)Nc2ccccc2NC(=O)c2ccco2)c(OC)c1 | -6%
CC(/C=N/NC(=O)c1sc(N)nc1C)=C\c1ccccc1 | 6%
Cn1c(=O)c2c(nc(NC3CCCCC3)n2Cc2ccccc2)n(C)c1=O | ?
NC(=O)NCC(N)C(=O)O (configuration not stated) | 12%
Cn1ncc(Cl)c1C(=O)NCc1cc(C(C)(C)C)n[nH]1 | 7%
CC(C)C(=O)n1nc(-c2cccnc2)nc1NCc1cccs1 | 5%[57.5 µM]
COc1cc(CC(=O)Nc2ccc3c(c2)CCC3)cc(OC)c1OC | 4%
Cc1ccc(C(=O)COC(=O)c2cccc(N3C(=O)c4c(C)nc5ccccc5c4C3=O)c2)cc1C | -15%[57.5 µM]
NC(=O)COC(=O)CNC(=O)c1sc2ccccc2c1Cl | 26%
CCC1OC2(C)OC(=N)C1(C#N)C(C#N)(C#N)C2c1ccccc1 (configuration not stated) | 1%
CC1CC(=O)NN1C(=O)c1ccccc1 (configuration not stated) | -8%[57.5 µM]
O=c1nc(Nc2cccc(Cl)c2)oc2cc(Cl)oc(=O)c12 | -7%[57.5 µM]
Cc1ccc(S(=O)(=O)N(C)C)cc1NC(=O)COC(=O)c1c(C)noc1C | 8%
O=C(c1ccc(CN2CCOCC2)cc1)N1CCN(c2ccccc2)CC1 | 4%

With a hit mark in ERK EGF block (from the list above):
smiles | ERK EGF block
COc1ccc(C2CC(=O)Oc3c(C(CCN4CCN(c5ccccc5)CC4)c4ccc(N(C)C)cc4)c(OC)cc(OC)c32)cc1 (configuration not stated) | 16µM*

Carrying on:
SMILES	ERK EGF block
O=C(O)/C(=C\c1cn(-c2ccccc2)nc1-c1ccc(Cl)cc1)NC(=O)c1ccccc1	-16%[57.5 µM]
O=C(c1ccco1)N1CCn2c1nc1ccccc12	-7%
CCN(C(=O)Cn1cnc2cc([N+](=O)[O-])ccc2c1=O)C1CCS(=O)(=O)C1 (configuration not stated)	0%
COCCCNC(=S)N1CCN(S(C)(=O)=O)CC1	-3%
Cc1ccc2nc(-c3cccc(N)c3)[nH]c2c1	9%
CC(=O)c1cccc(N/C=C\C(=O)c2ccc(C)cc2)c1	-6%
O=C(NCc1ccccc1)c1cc(-c2ccncc2)nc2ccc(S(=O)(=O)N3CCOCC3)cc12	13%
N#C/C(=C\c1cn(-c2ccccc2)nc1-c1ccccc1)S(=O)(=O)c1ccccc1	3%
C=CCNc1nc(Cl)nc(Nc2ccc([N+](=O)[O-])cc2)n1	2%
CCOCC(=O)Nc1cc(C(=O)Nc2cc(C)cc(C)c2)ccc1Cl	-21%
COc1ccc2c(c1)OCC(Cc1ccc(OC)c(OC(C)=O)c1)C2=O (configuration not stated)	1%
CC(C)NC(=S)N(CCc1ccncc1)C(C)C	-3%[57.5 µM]
O=C(COC(=O)/C=C/c1nc2ccccc2s1)Nc1cccc2ccccc12	8%
Cc1cccc(-n2c(SCC(=O)O)nc3sc4c(c3c2=O)CCCC4)c1	21%
Cc1[nH]c2ccccc2c1CCN(Cc1cccs1)C(=S)NC(C)(C)C	7%
COc1cccc(NC(=O)Cc2nc(-c3ccccc3)sc2-c2ccc(C)cc2)c1	5%
O=C(Nc1ccccc1C(=O)NC(Cc1ccccc1)C(=O)NC1CCCCC1)c1ccccc1 (configuration not stated)	5%
COC(=O)/C(=C/c1ccco1)NC(=O)c1ccccc1	0%
COc1cc(/C=N/NC(=O)C2=NNC(=O)C2C)ccc1O (configuration not stated)	-11%[57.5 µM]
O=C(CSc1ccccc1)NN1C(=O)c2ccccc2C1=O	1%
Cc1ccccc1-n1nc(-c2cccnc2)cc1C(=O)N/N=C/c1ccncc1	2%
O=C(Nc1cccc(Cl)c1)Nc1nc(-c2ccccc2)cs1	-6%
Cc1ccc(OCCCCn2c(CO)nc3ccccc32)cc1	3%
Cc1ccc2sc(NNC(=O)C3=COCCO3)nc2c1C	-7%
CC(C)Nc1nc(NC(C)C)nc(Oc2ccc(=O)n(C)n2)n1	-12%[57.5 µM]

Grouped by structure: the compounds so far containing two or more sulfur atoms.
SMILES	ERK EGF block
Cc1ccc(CSc2nc3ccsc3c(=O)n2Cc2ccccn2)cc1	-3%
CCOC(=O)Cc1csc(NC(=S)NC(=O)CC(C)C)n1	10%
COCCCNC(=S)N1CCN(S(C)(=O)=O)CC1	-3%
Cc1cccc(-n2c(SCC(=O)O)nc3sc4c(c3c2=O)CCCC4)c1	21%
Cc1[nH]c2ccccc2c1CCN(Cc1cccs1)C(=S)NC(C)(C)C	7%

(cont.)
SMILES	ERK EGF block
O=C(/C=C/c1ccccc1)OCCCCN=C1NS(=O)(=O)c2ccccc21	4%
CCCCCCCCCCCCCCCC(=O)NCC(=O)O	4%
O=C(CSc1n[nH]c(-c2ccccc2O)n1)N1CCOCC1	1%
O=[N+]([O-])c1ccccc1NCCNS(=O)(=O)c1ccc(Cl)cc1	12%
CCOC(=O)c1c(CSc2ccccc2)n(C)c2cc(Br)c(O)c(CN(C)C)c12	-14%[57.5 µM]
Nn1c(SCc2ccccc2F)nnc1-c1cccnc1	-1%[57.5 µM]
